Screening results (PubChem BioAssay)
TEAD-YAP inh = TEAD-YAP interaction inhibition; inhibition, % at 9.12 µM; hit rate 1.4% among 640,000; AID 1259422; HEK-TIYL cells, TEAD-Gal4/YAP UAS-luciferase luminescence; in the data active = inhibition above about 32%;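 also: 0% = median of test compound wells and 100% = reference inhibitor wells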
MITF primary = inhibitors of human MITF. O75030. AlphaScreen MITF homodimerization, bead proximity signal. inhibition, % at 2.6 µM. hit rate 0.91% among 650,000. AID 1259374; in the data active = inhibition above about 50%;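 also: 0% = vehicle wells with protein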
FBW7 activator = activators of human E3 ligase FBW7; Q969H0; AlphaScreen FBW7–phospho-cyclin E peptide binding, activator screen; normalized activity (activation), % at 26.1 µM; hit rate 0.13% among 650,000; AID 1259310; in the data active = normalized activity above about 1.9%;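 also: purified mutant Fbw7 with reduced substrate affinity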
Target sequence (Q969H0 whole entry, looked up): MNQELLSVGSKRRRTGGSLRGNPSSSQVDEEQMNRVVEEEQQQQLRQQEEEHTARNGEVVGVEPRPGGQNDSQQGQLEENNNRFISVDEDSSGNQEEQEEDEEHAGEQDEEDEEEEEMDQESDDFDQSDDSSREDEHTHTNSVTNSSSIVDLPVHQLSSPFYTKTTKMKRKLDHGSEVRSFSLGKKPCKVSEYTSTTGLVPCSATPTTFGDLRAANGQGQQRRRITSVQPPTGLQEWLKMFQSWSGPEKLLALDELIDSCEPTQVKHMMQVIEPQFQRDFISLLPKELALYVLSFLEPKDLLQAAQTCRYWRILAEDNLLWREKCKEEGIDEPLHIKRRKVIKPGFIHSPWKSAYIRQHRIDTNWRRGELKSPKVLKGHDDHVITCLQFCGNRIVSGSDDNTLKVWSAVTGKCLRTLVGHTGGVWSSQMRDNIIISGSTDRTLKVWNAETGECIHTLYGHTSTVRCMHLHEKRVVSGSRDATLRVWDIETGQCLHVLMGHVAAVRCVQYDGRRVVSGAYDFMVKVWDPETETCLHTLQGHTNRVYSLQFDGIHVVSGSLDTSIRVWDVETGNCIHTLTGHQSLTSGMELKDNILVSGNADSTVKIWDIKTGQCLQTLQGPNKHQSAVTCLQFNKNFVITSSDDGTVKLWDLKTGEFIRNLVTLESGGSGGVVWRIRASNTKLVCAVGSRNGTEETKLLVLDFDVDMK
GPR151 ag = activators of human GPR151 | Q8TDV0 | PathHunter beta-arrestin GPR151 cells, luminescence | activation, % at 11.2 µM | hit rate 1% among 650,000 | AID 1508602; in the data active = activation above about 4.9%;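 also: 0% = median of compound wells and 100% = cells with positive control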
Target sequence (Q8TDV0 whole entry, looked up): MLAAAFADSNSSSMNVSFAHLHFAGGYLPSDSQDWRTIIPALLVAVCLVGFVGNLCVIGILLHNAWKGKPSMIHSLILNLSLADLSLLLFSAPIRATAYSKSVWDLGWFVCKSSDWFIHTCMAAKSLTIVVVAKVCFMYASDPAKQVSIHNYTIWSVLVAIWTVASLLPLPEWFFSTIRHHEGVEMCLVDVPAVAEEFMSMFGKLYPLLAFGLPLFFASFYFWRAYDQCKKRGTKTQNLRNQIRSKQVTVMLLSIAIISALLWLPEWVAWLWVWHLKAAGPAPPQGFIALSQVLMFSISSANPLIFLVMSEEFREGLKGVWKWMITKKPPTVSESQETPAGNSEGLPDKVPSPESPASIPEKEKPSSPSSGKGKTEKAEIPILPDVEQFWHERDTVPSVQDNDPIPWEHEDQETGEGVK
The depositor's hits bear a star; x = no result given; & = joins results of further samples.

Results follow in this order: FBW7 activator, TEAD-YAP inh, GPR151 ag, MITF primary
[1] COCCNC(=O)c1ccc2c(c1)CC(c1nc(SCCN(C)C)c3cc(-c4cn[nH]c4)ccc3n1)CO2 (centres undefined)
 : 0.6, 16.0, -0.6, 32.7
[2] Cn1c(/C=C2\C(=O)Nc3ccccc32)nc2ccc(I)cc2c1=O
 : 0.0, 3.9, 0.6, 45.3
[3] Cc1ccc(OCC(=O)N/N=C/c2ccc(O)cc2)cc1C
 : 0.1, 7.4, 0.1, 2.0
[4] C#C[C@]1(O)CC[C@H]2[C@@H]3[C@H](C)CC4=C(CCC(=O)C4)[C@H]3CC[C@@]21C
 : 0.1, x, 1.5&-0.1, 5.2&-0.3
[5] CC(=O)c1cccc(NC(=O)COc2ccc(S(=O)(=O)Nc3ccccc3)cc2)c1
 : 0.7, 6.9, 2.0, 10.1
[6] Oc1c(C(c2ccccc2F)N2CCOCC2)sc2nc(-c3ccco3)nn12 (centres undefined)
 : -0.2, -11.4, 4.2, -1.3
[7] CC(=O)c1ccc(C(=O)N(Cc2ccccn2)c2nc3c(C)c(Cl)ccc3s2)cc1
 : 0.2, 1.1, -0.2, 0.2
[8] O=c1cc(-c2ccc(-c3ccccc3)cc2)[nH][nH]1
 : -0.3, -10.8, -1.0, -0.9
[9] CCSc1nnc2n(CCc3ccccc3)c(=O)c3c(n12)-c1ccccc1CC31CCCCC1
 : 0.0, -12.3, 0.4, 3.4
[10] COc1ccc(C2C(C(C)=O)=C(O)C(=O)N2Cc2ccccc2)c(OC)c1 (centres undefined)
 : 0.0, 3.7, -0.8, 10.5
[11] O=[N+]([O-])c1cc(S(=O)(=O)N2CCOCC2)ccc1N/N=C1\CCc2ccccc21
 : 0.1, 8.3, -0.7, 6.1
[12] Cc1cc(C)n(C(=O)C(C)Oc2ccc(Cl)cc2C)n1 (centres undefined)
 : 0.1, 0.5, 0.1, 4.3
[13] O=C(Nc1ccccc1F)c1n[nH]c(=O)c2ccccc12
 : -0.1, -3.7, -0.6, -8.1
[14] O=C(O)c1cccc2c(-c3ccccc3)c(-c3ccccc3)[nH]c12
 : -0.1, 4.3, -0.2, -3.0
[15] CCC(C)n1c(SCc2ccccc2F)nc2ccsc2c1=O (centres undefined)
 : 0.0, -5.6, -0.4, 6.6
[16] COCCCNC(=O)CCn1nc(-c2ccccc2)ccc1=O
 : 0.1, 4.7, 0.8, -6.6
[17] O=C(O)c1ccc(NC(=O)C2CC(=O)N(CCC34CC5CC(CC(C5)C3)C4)C(=Nc3ccc(Cl)cc3)S2)cc1 (centres undefined)
 : 0.0, 1.2, -0.7, 1.8
[18] CC(=O)NCc1ccc(S(=O)(=O)NC(C(=O)O)C(C)C)cc1 (centres undefined)
 : 0.1, -9.0, 0.5, 0.6
[19] Cc1ccc(-n2cnc3cc(C(=O)NCC4CCCO4)ccc32)cc1Cl (centres undefined)
 : -0.1, -4.1, -0.4, 9.7
[20] Cc1nc(NCCCN2CCOCC2)cc(-c2ccc(F)cc2)n1
 : 0.2, -44.6, -1.3, 6.1

Individual results from above:
TEAD-YAP inh result of CCC(C)n1c(SCc2ccccc2F)nc2ccsc2c1=O (centres undefined) : -5.6
GPR151 ag result of Cn1c(/C=C2\C(=O)Nc3ccccc32)nc2ccc(I)cc2c1=O : 0.6
MITF primary result of Cc1nc(NCCCN2CCOCC2)cc(-c2ccc(F)cc2)n1 : 6.1

Additional results
Results follow in this order: FBW7 activator, TEAD-YAP inh, GPR151 ag, MITF primary
[21] COc1ccc(CN2CCOc3ccc(C(O)c4cccnc4)cc3C2)c(OC)c1OC (centres undefined)
 : -0.1, -2.4, -1.4, 2.7
[22] O=C(/C=C/c1ccc(-c2cccc([N+](=O)[O-])c2)o1)N1CCCCC1
 : -0.2, -55.0, -1.8, 6.5
[23] Cc1c(NC(=O)CCC2CCCCC2)c(=O)n(-c2ccccc2)n1C
 : -0.1, -1.1, 2.5, -6.2
[24] CCOc1ccc(NC(=O)Cn2nnc(C(=O)Nc3ccc(CC)cc3)c2N)cc1
 : 0.0, -24.4, -3.1, 21.0
[25] O=C(OCC(=O)c1ccccc1Cl)c1ccc([N+](=O)[O-])cc1
 : 0.1, 6.3, -1.0, 17.9
[26] N#CCOc1ccccc1C1CC(=O)Nc2c1ccc1ccccc21 (centres undefined)
 : -0.2, 0.3, -0.8, -1.1
[27] COc1ccc(-n2ncc3c(NCc4cccc(Cl)c4)ncnc32)cc1
 : -0.1, -17.2, 1.3, 9.4
[28] Cc1cc(C(=O)COC(=O)c2cccc(NS(C)(=O)=O)c2)c(C)n1Cc1ccccc1
 : 0.0, 57.5*, -0.3, -6.4
[29] COc1cccc(/C=C2\SC(N)=NC2=O)c1OCc1ccc(Cl)cc1Cl
 : 0.1, -3.9, -0.9, 0.0
[30] COc1ccc(-c2noc(COc3ccccc3)n2)cc1
 : 0.0, -54.2, -0.2, -1.4
[31] COc1ccc2c(C)nc(N3CCC(N4CC5CCC4C5)CC3)nc2c1 (centres undefined)
 : 0.8, 10.2, -1.2, 26.4
[32] Cc1ccc(C(=O)N2CCN3C(=O)[C@H]4CCCN4C(=O)[C@H]3C2)cc1
 : 0.1, 6.9, -1.0, 2.1
[33] Cc1ccc(C2CC(=O)C(C=Nc3ccc(C)c(C)c3)=C(O)C2)cc1 (centres undefined)
 : 0.8, -6.3, 1.4, 16.4
[34] COc1ccc(N2C(=O)C(=O)/C(=C(/O)c3ccccc3)C2c2ccc(Cl)cc2)cc1 (centres undefined)
 : 0.0, 2.6, -0.2, 16.6
[35] COc1cc(Nc2cccc(C(=O)NC3CC3)n2)cc(OC)c1OC
 : 0.0, -2.1, -1.2, 11.8
[36] Fc1ccc(CSc2nc(NCc3ccccc3)c3ccccc3n2)cc1
 : -0.2, -9.5, -1.7, -1.9
[37] COC(=O)c1ccc(C2C(C(=O)OCCOc3ccccc3)=C(C)NC3=C2C(=O)CC(C)(C)C3)cc1 (centres undefined)
 : 0.1, 11.2, -1.9, -3.4
[38] CC1(C(=O)NNC(=O)C2C3C=CC(C3)C2C(=O)O)CC1(Cl)Cl (centres undefined)
 : 0.1, 1.2, -1.1, 6.4
[39] Cc1cc(C)c(NC(=O)CSc2cc(C)[nH]c(=O)n2)c(C)c1
 : 0.0, 0.6, 0.9, -0.8
[40] CCN(CC)C(=O)c1sc2ncnc(N3CCCCC3)c2c1C
 : 0.0, 0.2, -1.2, 4.0
[41] CCN(C(=O)CCl)c1nc(-c2ccc(OC)cc2)cs1
 : 0.0, -26.8, -0.2, 10.7
[42] CC(=O)N1CCc2c(sc(NC(=O)C3CC3)c2-c2nc3ccccc3s2)C1
 : 0.1, 4.1, 2.9, 9.1
[43] Cc1cccc(N2CCN(C(=O)CN3CCN(Cc4ccccc4C)C3=O)CC2C)c1 (centres undefined)
 : -0.3, 3.0, 0.4, -2.4
[44] COC(=O)c1cnc(N2CCC(C(N)=O)(N3CCCCC3)CC2)c2ccccc12
 : 0.2, 0.5, 1.6, 6.9
[45] CCOCCCNC(=O)c1ccc(N(C)S(=O)(=O)c2ccc(C)cc2)cc1
 : 0.1, 2.1, -1.1, 16.2
[46] COC(=O)c1ccc(-n2c(C)cc(C(=O)CSc3nncs3)c2C)cc1
 : -0.1, 10.2, -1.8, 6.5
[47] COc1ccc(C2=NN(C(=O)CSc3nnc(CNC(=O)c4cccc(C)c4)n3C)C(c3ccc(F)cc3)C2)cc1 (centres undefined)
 : -0.1, -5.7, 0.6, -1.9
[48] OC(COc1ccc2c(c1)CCC2)CN1CCN(Cc2ccc3c(c2)OCO3)CC1 (centres undefined)
 : -0.3, 3.6, -1.7, -16.1
[49] CCOC(=O)c1cc2cnccc2nc1-c1ccccn1
 : 0.0, 9.3, -0.9, 3.8
[50] O=C(O)CC1c2ccccc2-c2ncccc21 (centres undefined)
 : -0.2, 2.7, -0.1, 13.5
[51] COc1ccccc1NC(=O)Nc1ccnn1C1CCN(C(=O)c2ccoc2C)CC1
 : 0.0, -4.7, -1.5, 7.6
[52] COc1ccc(/C=C2/C(=O)NC(=S)N(c3cccc(Cl)c3)C2=O)cc1O
 : 0.1, -7.1, -1.6, 22.3
[53] Cc1cc(NC(=O)c2ccc(Br)o2)ccc1NC(=O)c1ccco1
 : -0.1, -16.5, -7.5, -4.8
[54] NC1=NC(=O)S/C1=C\c1ccc(-c2nc3ccccc3s2)o1
 : 0.5, 0.7, -1.0, 8.9
[55] Cc1nc(SC2CCOC2=O)c2c(C)c(C)sc2n1 (centres undefined)
 : 0.4, 0.4, 0.2, 6.5
[56] CS(=O)(=O)NCC(c1ccc2c(c1)OCO2)N1CCOCC1 (centres undefined)
 : 0.0, -10.7, 1.1, 1.0
[57] CCOc1ccc(C(=O)CN2CCN(S(=O)(=O)c3cc(Cl)ccc3OC)CC2)cc1
 : -0.1, -11.2, 0.7, -11.7
[58] Fc1ccc(C2Nc3c(Cl)cc(Cl)cc3C3C=CCC32)cc1 (centres undefined)
 : 0.2, 16.5, 1.7, 2.8
[59] COc1ccc(OC)c(CN2CCc3nnc(CCNC(=O)C4CCC4)n3CC2)c1
 : 0.0, 2.5, -1.1, 5.2
[60] C=CCn1c(SCC(=O)Nc2ccc3[nH]c(=O)[nH]c3c2)nc2sc(C)c(C)c2c1=O
 : 0.0, 1.2, -0.2, 1.7

Values in list order from above.
TEAD-YAP inh, compounds 52 to 60: -7.1, -16.5, 0.7, 0.4, -10.7, -11.2, 16.5, 2.5, 1.2

Following part:
Results follow in this order: FBW7 activator, TEAD-YAP inh, GPR151 ag, MITF primary
[61] CC(=O)c1ccc(NC(=O)CSc2nnc3scc(-c4ccc(F)cc4)n23)cc1
 : 0.2, 6.7, 0.2, -2.0
[62] Cc1ccccc1OCC(=O)NCC(=O)OCC(=O)c1ccc(Cl)cc1Cl
 : -0.1, -1.5, -0.7, -2.8
[63] Cc1cc(NC(=O)CCC(=O)N(CC(=O)NCC2CCCO2)CC2CCCO2)no1 (centres undefined)
 : -0.2, -9.8, -0.5, -4.5
[64] c1ccc2c(c1)CCN2CCN1CCc2ccccc21
 : -0.2, -7.4, 4.0, 6.2
[65] Cc1ccccc1OCCNC(=O)c1cc(C(=O)NCCOc2ccccc2C)cc([N+](=O)[O-])c1
 : 0.2, 7.1, 1.3, 13.9
[66] CC(Cl)C(=O)N(Cc1ccccc1)Cc1ccccc1 (centres undefined)
 : 0.0, 8.0, 5.1*, -17.7
[67] CC(=O)Oc1cccc(/C=c2\sc3nc(-c4ccccc4)nn3c2=O)c1
 : 0.0, -0.9, 1.0, 10.8
[68] COCCCNCCOCCOc1cc(C)ccc1C(C)(C)C
 : -0.1, -3.4, -1.4, 32.3
[69] COC(=O)Nc1ccc(S(=O)(=O)Nc2ccc(OC)cc2)cc1
 : -0.1, 4.1, -0.7, -21.3
[70] COc1ccc(NC(=O)/C(C#N)=C/C=C/c2ccccc2)cc1
 : -0.1, 0.8, 0.2, 13.2
[71] Cc1ccc(-n2c(=S)[nH]c3sc4c(c3c2=O)CCC(C(C)(C)C)C4)cc1 (centres undefined)
 : 0.6, -1.8, 1.1, 6.8
[72] CCCOc1ccc(C2=CSC3=NCCN23)cc1[N+](=O)[O-]
 : 0.6, 11.2, 1.1, 22.1
[73] CN1C(=O)[C@H]2CN(Cc3nc(-c4ccc(F)cc4)cs3)CCN2C(=O)[C@@H]1CO
 : 0.7, -1.4, 1.1, 5.0
[74] CN(C)CCCn1cc(-c2ccc([N+](=O)[O-])cc2)sc1=Nc1ccccc1
 : -0.1, 8.4, 0.9, 13.1
[75] O=C(CN(C1CCCCC1)S(=O)(=O)c1ccc(F)cc1)N1CCN(c2ccc(F)cc2)CC1
 : 0.0, 7.3, -0.1, -7.5
[76] CC(NC(=O)C(=O)NCCc1ccc(Cl)cc1)c1ccccc1 (centres undefined)
 : 0.4, 16.1, -1.2, 17.7
[77] COC1CCC(C(=O)NC2(c3ccc4c(c3)OCO4)CCCC2)CC1 (centres undefined)
 : 0.0, -1.4, -0.3, -22.0
[78] O=C(CSc1ccc2nnc(-c3cccc(F)c3)n2n1)Nc1ccccc1F
 : -0.2, 4.1, 0.3, 0.1
[79] C/C(=N\NC(=O)c1ccc(F)cc1)c1ccc(O)cc1O
 : 0.0, -12.1, 0.1, -1.0
[80] CCOC(=O)C(NC(=O)/C(=C/c1ccc(Cl)cc1)NC(=O)c1ccco1)C(C)C (centres undefined)
 : 0.2, 8.0, 0.4, 5.1

Record cards, as listed above. Screens in order: FBW7 activator, TEAD-YAP inh, GPR151 ag, MITF primary
`Cc1ccc(-n2c(=S)[nH]c3sc4c(c3c2=O)CCC(C(C)(C)C)C4)cc1` (centres undefined) is entered as 0.6, -1.8, 1.1, 6.8
`O=C(CSc1ccc2nnc(-c3cccc(F)c3)n2n1)Nc1ccccc1F` is entered as -0.2, 4.1, 0.3, 0.1

(next part)
Results follow in this order: FBW7 activator, TEAD-YAP inh, GPR151 ag, MITF primary
[81] Brc1ccc(-c2nc3ccccc3nc2-c2ccccc2)cc1
 : -0.1, 0.1, -1.0, -11.9
[82] O=C(NCCOc1ccccc1)c1cnc(Nc2ccc(-n3ccnc3)cc2)s1
 : -0.1, -3.2, -1.5, 6.5
[83] CC1=NN(C(N)=O)C(=O)C1N=Nc1ccc(C(N)=O)cc1 (centres undefined)
 : -0.3, -14.1, -2.4, 2.8
[84] CC(CCn1cccn1)NC(=O)CCc1nnc(-c2ccccc2)o1 (centres undefined)
 : 0.2, 5.1, -1.2, 1.0
[85] CSc1nc2c(c(=O)n1-c1ccc(F)cc1)SC(C)C2 (centres undefined)
 : 0.0, -8.8, 0.6, -11.5
[86] COc1cc(OC)cc(C(=O)N/N=C(\C)CC(=O)Nc2ccc(Br)cc2)c1
 : 0.0, 54.3*, 0.8, 12.6
[87] COC(=O)c1c(S(=O)(=O)NC2CC2)sc2c1CCN(Cc1ccc(C)cc1C)C2
 : 0.1, 7.6, 4.5, -12.5
